Source: PubChem
MITF inh = MITF inhibitors, primary screen, biochemical, AlphaScreen, human. Microphthalmia-associated transcription factor (Homo sapiens), O75030. AlphaScreen MITF homodimerization, bead proximity signal. inhibition, % at 2.6 µM. hit rate 0.91% among 650,000. AID 1259374, 2018; in the data active = inhibition above about 50%;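 note: 0% = vehicle wells with protein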
Target sequence (O75030 whole entry, looked up): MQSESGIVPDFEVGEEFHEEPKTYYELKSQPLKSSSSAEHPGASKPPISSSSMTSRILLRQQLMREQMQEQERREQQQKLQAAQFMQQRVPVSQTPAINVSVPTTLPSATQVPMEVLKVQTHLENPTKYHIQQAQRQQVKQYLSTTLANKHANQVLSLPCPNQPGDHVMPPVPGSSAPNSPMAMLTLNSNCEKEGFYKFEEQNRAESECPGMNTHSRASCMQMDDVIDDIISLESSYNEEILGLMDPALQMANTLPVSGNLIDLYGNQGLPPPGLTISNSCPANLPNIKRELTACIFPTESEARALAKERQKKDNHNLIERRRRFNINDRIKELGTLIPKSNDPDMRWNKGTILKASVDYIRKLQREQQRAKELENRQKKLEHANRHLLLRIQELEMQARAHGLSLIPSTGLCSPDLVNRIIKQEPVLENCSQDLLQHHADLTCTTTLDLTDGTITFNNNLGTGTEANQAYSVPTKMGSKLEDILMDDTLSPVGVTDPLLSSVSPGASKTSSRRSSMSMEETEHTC
GPR151 activ = activators of human GPR151, primary screen, cell-based, PathHunter beta-arrestin, luminescence; G-protein coupled receptor 151 (Homo sapiens), Q8TDV0; PathHunter beta-arrestin GPR151 cells; activation, % at 11.2 µM; hit rate 1% among 650,000; in the data active = activation above about 4.9%;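 note: 0% = median of compound wells and 100% = cells with positive control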
Target sequence (Q8TDV0 whole entry, looked up): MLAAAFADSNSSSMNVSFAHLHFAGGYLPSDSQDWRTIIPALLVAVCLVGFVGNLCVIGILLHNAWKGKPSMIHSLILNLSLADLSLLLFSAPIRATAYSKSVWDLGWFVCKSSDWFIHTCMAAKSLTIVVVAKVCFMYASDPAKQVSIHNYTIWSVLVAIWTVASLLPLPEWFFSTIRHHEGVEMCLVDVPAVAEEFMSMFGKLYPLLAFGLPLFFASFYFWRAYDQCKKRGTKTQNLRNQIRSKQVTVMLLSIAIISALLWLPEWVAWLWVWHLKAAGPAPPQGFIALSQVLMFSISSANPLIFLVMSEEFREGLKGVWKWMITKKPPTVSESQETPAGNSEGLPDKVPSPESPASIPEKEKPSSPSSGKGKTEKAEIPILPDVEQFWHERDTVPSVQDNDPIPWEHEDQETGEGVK
TEAD-YAP block = TEAD-YAP interaction inhibition, primary screen, TEAD-YAP interaction inhibitor project, luminescence, HEK-TIYL cells | TEAD-Gal4/YAP UAS-luciferase luminescence | inhibition, % at 9.12 µM | hit rate 1.4% among 640,000; in the data active = inhibition above about 32%;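 note: 0% = median of test compound wells and 100% = reference inhibitor wells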
FBW7 activator = FBW7 E3 ligase activators, primary screen, biochemical, AlphaScreen, human | F-box/WD repeat-containing protein 7 (Homo sapiens), Q969H0 | AlphaScreen FBW7–phospho-cyclin E peptide binding, activator screen | normalized activity (activation), % at 26.1 µM | hit rate 0.13% among 650,000; in the data active = normalized activity above about 1.9%;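 note: purified mutant Fbw7 with reduced substrate affinity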
* marks the source's active call; other numbers are inactive results.

SMILES	MITF inh	GPR151 activ	TEAD-YAP block	FBW7 activator
O=C(COc1ccc2ccccc2c1)NNC(=O)c1cccc(Cl)c1	2	0.8	-1	0.0
O=C(NCCOc1ccccc1)c1ccnc(NCc2cccnc2)c1	13	-1.1	-3	0.0
Cc1cccc(CCNc2cc(C)nc3nc(C)nn23)c1	13	-0.6	4	0.3
COc1cc(NC(=O)c2ccc([N+](=O)[O-])o2)ccc1NC(=O)c1ccccc1Cl	15	2.1	8	1.3
O=S(=O)(c1ccc(Cl)cc1)N1CCC(c2nc(-c3cnccn3)no2)CC1	1	2.2	-4	-0.2
CCOc1cc2c(cc1OCC)C(c1coc3ccccc3c1=O)NCC2 (stereo not given)	-4	0.0	0	-0.2
CS(=O)(=O)c1cccc(NC2CCN(CCc3cccs3)CC2)c1	5	3.4	3	0.6
COc1ccccc1-c1ccc(SCC(=O)NC2CCCC2)nn1	10	-0.5	12	0.5
CCOc1cc(C2Nc3cccc4cccc(c34)N2)ccc1O	4	0.0	4	-0.3
CCOc1cc(N(C)C)c([N+](=O)[O-])cc1[N+](=O)[O-]	-5	-0.8	-1	-0.2
O=C(O)CCSc1sc(=S)sc1SCCC(=O)O	4	-0.9	4	0.0
CC(c1ccccc1)C1C(C#N)=C(N)OC2=C1C(=O)CC(C)(C)C2 (stereo not given)	-2	-0.6	4	-0.1
CCOc1cccc(C2CC(c3ccc4c(c3)OCO4)=NC(c3ccccc3OC)N2)c1O (stereo not given)	9	-1.2	-53	-0.2
Cc1c(C)n2c(SCC(=O)Nc3cccc(C(F)(F)F)c3)nnc2[nH]c1=O	7	-0.7	8	0.0
CC(C)(C)c1cc(C(=O)CNC2=NCCC2)cc(C(C)(C)C)c1O	10	0.1	1	-0.1
COc1ccc(OC)c(NC(=O)CSc2nc3cccnc3n2C)c1	12	-1.2	-2	0.0
O=C(Cn1c(-c2ccccc2F)nc2ccccc2c1=O)N1CCN(c2ccc(F)cc2)CC1	7	-0.5	-10	0.0
COc1ccc(NC(=O)Nc2cccc(F)c2)cc1	21	-1.3	-46	0.0
CC(C)(C)CN1CCC(Oc2cccc(C(=O)NCCCOc3cccnc3)c2)CC1	11	2.5	-2	0.1
CCn1c(CN2CCc3c(nc(N4CCCCC4)[nH]c3=O)C2)nc2ccccc21	7	1.9	1	0.1
C=CCNc1nc(/C=C/c2ccc([N+](=O)[O-])cc2)c2cc(C)c(C)cc2n1	1	1.1	10	0.1
CCCOc1ccc(C2Nc3ccccc3NC3=C2C(=O)CC(c2ccc(OC)c(OC)c2)C3)cc1OC (stereo not given)	2	-0.6	5	-0.1
COc1ccc(-c2cc(C(F)(F)F)n3nc(C(=O)Nc4cccc(C)c4)cc3n2)cc1	11	0.9	6	0.0
CCCCNCCOc1ccc(CC)cc1	-10	-1.2	23	-0.1
O=C(Nc1cccc2ccccc12)OC1CCCCC1	18	-2.2	-10	0.1
More results:
SMILES	MITF inh	GPR151 activ	TEAD-YAP block	FBW7 activator
N#CCC(=O)N/N=C/c1ccc2ccccc2c1O	27	2.5	11	-1.1
CN(Cc1ccccc1)c1nc(CN2CCOCC2)nc2scc(-c3ccccc3)c12	-5	-1.9	-1	0.1
COc1ccccc1Cn1ccn(CC(=O)c2ccc(F)cc2)c(=O)c1=O	0	0.4	-4	0.1
CCOC(=O)c1c(NC(=O)CSc2nnc(CNC(=O)Cc3ccccc3)n2-c2ccc(OCC)cc2)sc2c1CCC2	-13	-0.6	-10	-0.1
C=CCOc1ccc(/C(O)=C2/C(=O)C(=O)N(CCN3CCOCC3)C2c2ccc(OC)cc2)cc1C (stereo not given)	1	-1.0	2	-0.1
c1ccc(Nc2nc(Nc3cnccn3)nc3c2ncn3-c2ccccc2)cc1	-4	-1.0	-38	-0.1
O=[N+]([O-])c1cccnc1NCc1ccc(Cl)cc1Cl	10	-0.5	3	-0.1
COc1ccc(/C=N\Nc2nnc3c(n2)[nH]c2c(C)cccc23)cc1OC	13	9.7*	-12	0.6
O=S(=O)(Nc1cccc2c1ccc1cccn12)c1cccs1	-9	0.4	-4	0.0
COc1ccc(CCNC(=O)CCn2c(SCc3c(F)cccc3Cl)nc3ccccc3c2=O)cc1OC	-2	0.6	-8	-0.1
O=C1NC(=O)NC(c2cccc([N+](=O)[O-])c2)N1	-14	-2.6	7	0.2
Cc1c(C(=O)N/N=C/c2ccc(-c3ccc(Cl)c(C(=O)O)c3)o2)sc(N)c1C#N	-1	0.7	8	-0.1
COc1cccc(CNC(=O)c2cc3ccc(-c4cn[nH]c4)cc3n2CCN(C)C)c1	7	-1.2	1	0.0
CC(=O)Nc1ccc(NC(=O)CSc2nc3ccccc3s2)cc1	2	0.0	-4	0.1
O=C(O)c1cccc(O)c1O	17	1.3	-1	-0.2
COc1ccccc1C(=O)Nc1c2c(nn1-c1ccccc1C)CS(=O)(=O)C2	-4	-0.2	-9	-0.1
CCc1ccc(CN2CCN(Cc3ccc(C)o3)C(CCO)C2)o1 (stereo not given)	13	0.0	-2	0.1
CCn1cc(C(=O)N[C@@H](C)Cn2nnc3ccccc32)c(C)n1	23	0.1	-14	0.2
Cc1ccc(NC(=O)C2C3NC(=S)N(c4cccc(Br)c4)C2(C)Oc2ccc(Br)cc23)c(C)c1 (stereo not given)	5	0.5	-4	0.0
Cc1ccc(OCCCn2cnc3ccccc3c2=O)c(I)c1	-4	-2.1	14	0.1
O=C(NCc1ccc(Br)cc1)N[C@@H]1CCN(C(=O)c2ccc3[nH]ncc3c2)C1	9	0.7	12	-0.1
O=C(C(c1ccccc1)c1ccccc1)N1CCN(c2ccccc2)CC1	6	-1.3	3	0.2
CC1CCC(C(C)C)C(OC(=O)Cn2c[n+](CC(=O)OC3CC(C)CCC3C(C)C)c3ccccc32)C1 (stereo not given)	14	1.2	5	-0.1
CCCc1[nH]nc2c1C(c1cc(OCC)c(OC(=O)N3CCOCC3)c([N+](=O)[O-])c1)C(C#N)=C(N)O2 (stereo not given)	2	-0.5	9	0.0
O=C(Cc1ccccc1)NCC(=O)N/N=C/C(Br)=C/c1ccccc1	-16	0.2	-3	-0.1

Exported with two lines to a compound: 3 of the compounds above
Each structure is followed by: MITF inh | GPR151 activ | TEAD-YAP block | FBW7 activator
> c1ccc(Nc2nc(Nc3cnccn3)nc3c2ncn3-c2ccccc2)cc1
 : -4 | -1.0 | -38 | -0.1
> CCCc1[nH]nc2c1C(c1cc(OCC)c(OC(=O)N3CCOCC3)c([N+](=O)[O-])c1)C(C#N)=C(N)O2 (stereo not given)
 : 2 | -0.5 | 9 | 0.0
> COc1ccccc1C(=O)Nc1c2c(nn1-c1ccccc1C)CS(=O)(=O)C2
 : -4 | -0.2 | -9 | -0.1

Later entries:
SMILES	MITF inh	GPR151 activ	TEAD-YAP block	FBW7 activator
Cc1ccc(-c2cc(=O)oc(-c3ccc(N(C)C)cc3)n2)cc1[N+](=O)[O-]	-5	-0.1	-2	-0.1
Cc1nnc(NC(=O)c2ccc(OCC(C)C)cc2)s1	14	0.1	-47	0.2
Cc1cccc(NCC(=O)N/N=C/C(Br)=C/c2ccccc2)c1	-6	-1.2	4	0.1
Cc1ccc(NC(=O)c2ccccc2Cl)c([N+](=O)[O-])c1	10	-0.9	-26	0.7
CC1CC(C)CN(CCCNC(=O)Cn2ncc3c(=O)oc4ccccc4c32)C1 (stereo not given)	-3	3.2	-8	0.0
CCCCCC(=O)N/N=C(\C)c1ccc(O)c(OC)c1	14	-0.2	9	0.5
COc1ccc(C2NC(=O)NC(C)=C2C(=O)OCCC(C)C)cc1 (stereo not given)	20	1.5	7	0.1
O=C(NC(=S)Nc1ccc(Cl)c(-c2nc3ccccc3o2)c1)c1cc2ccccc2o1	-10	-0.8	-7	-0.1
Cn1cc(N)c(C(=O)Nc2ccc3c(c2)C(=O)NC3=O)n1	-6	-1.2	-1	0.1
O=C(CSCc1ccc([N+](=O)[O-])cc1)Nc1ccccc1C(=O)O	3	-2.1	-16	-0.2
CCCC(=O)c1ccc(N2CCN(C(=O)c3ccc(Br)cc3)CC2)c(F)c1	12	1.3	-5	0.2
COC(=O)c1ccc(OCCOCCN2CCC(C)CC2)cc1	32	-0.3	-2	0.0
O=C(/C=C/c1ccc(Cl)cc1)Nc1ccc(F)c([N+](=O)[O-])c1	4	0.9	11	0.3
O=C(Oc1cccnc1)C1COc2ccccc2O1 (stereo not given)	20	0.1	12	0.5
COc1ccc(NC(=O)Nn2cnnc2)cc1OC	-9	-1.0	0	-0.3
CCCN1CCN(c2c(Cl)cccc2NC(=O)NCc2ccc(Cl)cc2)CC1	-2	0.0	-10	-0.1
O=C(Cn1ncc2c(=O)oc3ccccc3c21)Nc1cccc(Cl)c1	0	0.6	10	0.1
CCOC(=O)C1CCCN(C(=O)c2ccc([N+](=O)[O-])c(C)c2)C1 (stereo not given)	1	-0.1	6	-0.1
Cc1cn2c(=O)c(C(=O)NCc3cccc(OC(F)(F)F)c3)cnc2s1	17	-0.8	7	-0.2
COc1cc(-c2nc3ccccn3c2N)ccc1O	-8	2.7	0	-0.2
O=S(=O)(NCC(c1ccco1)S(=O)(=O)c1ccc(Cl)cc1)c1ccccc1 (stereo not given)	10	-0.4	11	0.0
Cc1nnc2c3c4c(sc3nc(C)n12)CCCC4	-6	0.0	-13	-0.2
O=C1N/C(=N/N=C/c2ccco2)SC1Cc1cccc(Cl)c1Cl (stereo not given)	-2	-1.9	-5	0.1
COc1ccc(OC)c(NC(=O)Cn2cnc3c(cnn3-c3ccc(C)c(C)c3)c2=O)c1	-2	0.6	2	0.0
COc1ccc(C(=O)C(C)OC(=O)c2cc(C)nc3ccccc23)cc1 (stereo not given)	-6	-0.9	-6	-0.1

Of the compounds above, three have a CF3 group.
SMILES	MITF inh	GPR151 activ	TEAD-YAP block	FBW7 activator
Cc1c(C)n2c(SCC(=O)Nc3cccc(C(F)(F)F)c3)nnc2[nH]c1=O	7	-0.7	8	0.0
COc1ccc(-c2cc(C(F)(F)F)n3nc(C(=O)Nc4cccc(C)c4)cc3n2)cc1	11	0.9	6	0.0
Cc1cn2c(=O)c(C(=O)NCc3cccc(OC(F)(F)F)c3)cnc2s1	17	-0.8	7	-0.2

3 compounds out of the list, sorted by number of heavy atoms, smallest number first:
SMILES	MITF inh	GPR151 activ	TEAD-YAP block	FBW7 activator
Cn1cc(N)c(C(=O)Nc2ccc3c(c2)C(=O)NC3=O)n1	-6	-1.2	-1	0.1
CCOC(=O)C1CCCN(C(=O)c2ccc([N+](=O)[O-])c(C)c2)C1 (stereo not given)	1	-0.1	6	-0.1
O=C(Cn1ncc2c(=O)oc3ccccc3c21)Nc1cccc(Cl)c1	0	0.6	10	0.1

Next structures follow.
SMILES	MITF inh	GPR151 activ	TEAD-YAP block	FBW7 activator
O=C(O)CCCCC(=O)Nc1nc(-c2ccccc2)cs1	9	-1.0	-2	0.3
O=C(C1COc2ccccc2O1)N1CCN(C(c2ccccc2)c2ccccc2)CC1 (stereo not given)	-5	-1.0	1	0.2
O=C(CSc1nc2sc3c(c2c(=O)n1-c1ccc(OC(F)F)cc1)CCCC3)c1ccc(OC(F)F)cc1	6	0.3	-5	-0.1
Cc1ccc(-c2nnc(Nc3ccc(Br)cc3)c3ccccc23)cc1S(=O)(=O)NCCO	-5	-1.4	-9	-0.8
CCOC(=O)c1cnc2c(C)cc(Cl)cc2c1NCCN(C)C	-9	0.3	-4	0.0
CCC(CC)C(=O)Nc1cc([N+](=O)[O-])ccc1F	-1	0.9	-6	0.5
CCOC(=O)N1CC(=O)Nc2ccc(Br)cc2C1c1ccccc1Cl (stereo not given)	-17	3.0	-10	-0.1
COc1cc2c(cc1OC)C(C(=O)Nc1ccccc1F)C(c1cccs1)N(C)C2=O (stereo not given)	5	-0.2	-16	0.1
COc1ccc(NC(=O)c2cc(-c3ccc(Cl)cc3)nc3ccccc23)c(OC)c1	1	-0.2	0	-0.2
C=CCOC(=O)C1=C(C)NC(=O)NC1c1ccc(OCc2ccccc2)cc1 (stereo not given)	-1	-1.1	-4	-0.5
COc1cc(NC(=S)N2CCN(C)CC2)cc(OC)c1	13	0.3	1	0.0
COCc1cc(C)nc(NCCc2ccccc2)c1C#N	-3	0.5	-8	0.1
Cc1ccc(NC(=O)c2ccccc2C)cc1	33	-3.5	-43	0.2
CC(C)N1CCC(N2CCN(Cc3ccccc3F)CC2CCO)CC1 (stereo not given)	5	0.7	-14	-0.2
Cc1cccc(-n2cc(-c3ccccc3)nc2SCC(=O)Nc2ccccc2)c1	6	1.2	-9	0.0
CCOc1ccc(CNC(=O)CCS(=O)(=O)c2ccc3c(c2)OCC(=O)N3)cc1OC	2	0.9	0	-0.1
CCC(c1n[nH]c(=S)n1C1CCCCC1)N(C)C (stereo not given)	2	2.3	0	0.2
CCC(C)NC(=O)CN1C(=O)NC(CCSC)C1=O (stereo not given)	13	0.5	11	0.2
COc1ccc(NC(=O)CSc2nc3ccccc3c(=O)n2CCNC(C)=O)c(OC)c1	-1	-0.9	7	0.1
NC(=O)c1c(NC(=O)c2ccc(Oc3ccccc3)cc2)sc2c1CCCC2	5	0.5	-5	0.2
O=[N+]([O-])c1cccc(-c2noc(C(F)(F)F)n2)c1	-9	3.6	-8	0.1
COCCNC(=O)Cn1cnc2sc(C)c(C)c2c1=O	-1	-1.0	1	0.0
Cc1cnnn1-c1ccc(NC(=O)C2CC(=O)N(c3ccccc3)C2)cc1 (stereo not given)	16	-0.9	-5	0.6
O=C1C(=O)N(c2nccs2)C(c2cccs2)/C1=C(\O)c1ccc(Cl)cc1 (stereo not given)	-5	-0.9	-4	0.1
